High-throughput results as filed in PubChem.
CHRM1 agonist = human M1 muscarinic receptor agonists, primary screen, Fluo-8 calcium fluorescence, CHO-K1 cells, HTS; Muscarinic acetylcholine receptor M1 (Homo sapiens), P11229; activation, % at 3 µM; CHO-K1 hM1, agonist mode; 0% DMSO, 100% acetylcholine EC100; 360,000 compounds, 0.33% hits; AID 588814, 2011;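 active = activation above the run's mean compound activation plus 3 SD, cut at about 16% in these data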;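 note: peak over basal fluorescence ratio within a 140 s kinetic read after compound addition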
CHRM5 antagonist = human M5 muscarinic receptor antagonists, primary screen, CHO cells, Fluo-8 calcium fluorescence; CHO-hM5 cells, ACh EC80; inhibition, % at 3 µM; 360,000 compounds, 0.59% hits;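 active = inhibition above a per-plate cutoff, the mean of that plate's test compounds plus 3 SD, cut at about 27% in these data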;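 note: 0% = acetylcholine EC80 with DMSO and 100% = DMSO without agonist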
M4 antag = human M4 muscarinic receptor antagonists, primary screen, CHO cells, Fluo-8 calcium fluorescence. Muscarinic acetylcholine receptor M4 (Homo sapiens), P08173. CHO-hM4 cells, ACh EC80. inhibition, % at 3 µM. 360,000 compounds, 0.73% hits. AID 624125, 2012;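 active = inhibition above its plate's cutoff, the mean inhibition of sample wells plus 3 SD, cut at about 27% in these data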;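 note: 0% = acetylcholine EC80 with DMSO and 100% = DMSO without agonist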
Target sequence (P08173 whole entry, looked up): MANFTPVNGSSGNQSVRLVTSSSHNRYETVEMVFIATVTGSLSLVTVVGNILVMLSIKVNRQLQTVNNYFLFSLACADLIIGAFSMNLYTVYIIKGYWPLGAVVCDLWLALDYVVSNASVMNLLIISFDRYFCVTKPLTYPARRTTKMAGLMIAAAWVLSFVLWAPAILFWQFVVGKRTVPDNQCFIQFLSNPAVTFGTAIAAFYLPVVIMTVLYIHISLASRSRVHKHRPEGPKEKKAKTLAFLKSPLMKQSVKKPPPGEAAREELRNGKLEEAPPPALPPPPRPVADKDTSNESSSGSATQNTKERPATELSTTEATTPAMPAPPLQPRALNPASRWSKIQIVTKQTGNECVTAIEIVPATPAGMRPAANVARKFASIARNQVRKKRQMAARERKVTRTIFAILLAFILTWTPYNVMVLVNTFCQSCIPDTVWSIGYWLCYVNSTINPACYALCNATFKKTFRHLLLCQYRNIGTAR
CHRM5 agonist = human M5 muscarinic receptor agonists, primary screen, CHO-K1 cells, Fluo-8 calcium fluorescence | CHO-K1 hM5 cells; 0% DMSO wells, 100% maximal acetylcholine response | activation, % at 3 µM | 360,000 compounds, 0.19% hits | AID 624037, 2012;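 active = activation above the run's mean over test compounds plus 3 SD, cut at about 23% in these data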;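 note: signal is peak over basal fluorescence ratio across the kinetic read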
M1 PAM = human M1 muscarinic receptor positive allosteric modulators, primary screen, CHO-K1 cells, Fluo-8 calcium fluorescence, 1536-well. AID 588819, 2011. activation, % at 3 µM. CHO-K1 hM1, ACh EC20; 0% = ACh EC20, 100% = maximal ACh. Muscarinic acetylcholine receptor M1 (Homo sapiens), P11229. 360,000 compounds, 0.088% hits; in the data active = activation above about 19%, passing the limit was not always enough
M5 PAM = human M5 muscarinic receptor positive allosteric modulators, primary screen, CHO-K1 cells, Fluo-8 calcium fluorescence; Muscarinic acetylcholine receptor M5 (Homo sapiens), P08912; CHO-K1 hM5, ACh EC20 PAM; 0% = ACh EC20, 100% = ACh EC100; activation, % at 3 µM; 360,000 compounds, 0.3% hits; AID 624038, 2012;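 active = activation above the run cutoff, the mean activation of all test compounds plus 3 SD, cut at about 18% in these data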
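Assay system: CHO-K1 hM5 cells / Incubation: Fluo-8 loading 80 min at 37 °C plus 30 min room temperature / Technique: Fluo-8 calcium dye fluorescence, kinetic read / Repeats: single replicate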
TAAR1 ag = human TAAR1 agonists, primary screen, Fluo-8 calcium fluorescence, CHO RD-HGA16 cells; activation, % at 3 µM; Trace amine-associated receptor 1 (Homo sapiens), Q96RJ0; 360,000 compounds, 0.99% hits; vehicle wells 0%, saturating PEA agonist 100%;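 active = activation above the mean activation of all test compounds in the run plus 3 SD, cut at about 38% in these data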
Target sequence (Q96RJ0 whole entry, looked up): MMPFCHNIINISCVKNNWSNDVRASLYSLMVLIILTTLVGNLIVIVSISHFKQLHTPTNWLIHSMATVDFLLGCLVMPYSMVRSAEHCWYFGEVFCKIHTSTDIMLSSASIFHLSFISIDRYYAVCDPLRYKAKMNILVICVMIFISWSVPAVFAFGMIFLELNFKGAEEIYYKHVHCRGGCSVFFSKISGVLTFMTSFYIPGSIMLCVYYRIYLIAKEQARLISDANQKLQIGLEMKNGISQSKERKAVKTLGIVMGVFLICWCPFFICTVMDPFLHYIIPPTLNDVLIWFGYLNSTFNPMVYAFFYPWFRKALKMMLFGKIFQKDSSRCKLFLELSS
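Benchmarks: low control DMSO, high control PEA (EC100); System: CHO RD-HGA16 cells carrying human TAAR1 plus Gα16; Detection: Fluo-8 fluorescence, 5 s baseline then 140 s kinetic read; Schedule: 17-24 h plating, Fluo-8 75 min 37 °C, 30 min RT; Read-out basis: % activation from peak over basal fluorescence ratio, DMSO-to-PEA scaled.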
CHRM1 antagonist = human M1 muscarinic receptor antagonists, primary screen, CHO-K1 cells, Fluo-8 calcium fluorescence, 1536-well; CHO-K1 hM1, ACh EC80 antagonist; inhibition, % at 3 µM; 360,000 compounds, 1.3% hits; AID 588852, 2011;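 active = percent inhibition above its own plate's cutoff, namely the mean of that plate's compound wells plus 3 SD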;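 note: peak over basal fluorescence ratio during 140 s after agonist addition; 0% = ACh EC80 plus DMSO and 100% = DMSO alone without agonist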
CHRM4 agonist = human M4 muscarinic receptor agonists, primary screen, CHO-K1 cells, Fluo-8 calcium fluorescence | CHO-K1 hM4/Gqi5; vehicle 0%, full acetylcholine response 100% | activation, % at 3 µM | 360,000 compounds, 0.14% hits | Muscarinic acetylcholine receptor M4 (Homo sapiens), P08173;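 active = activation above the run mean over all test wells plus 3 SD, cut at about 32% in these data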;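 note: peak over basal fluorescence ratio per well then scaled between controls; 0% = DMSO wells and 100% = acetylcholine at EC100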
* marks the source's active call; other numbers are inactive results. The list is partial; rates above refer to the full screens.

SMILES	CHRM1 agonist	CHRM5 antagonist	M4 antag	CHRM5 agonist	M1 PAM	M5 PAM	TAAR1 ag	CHRM1 antagonist	CHRM4 agonist
O=C1C2C3C=CC(C2C(=O)N1C1CCCCC1)C1C(=O)N(C2CCCCC2)C(=O)C31 (centres undefined)	1	-7	8	0	-1	-2	8	-17	1
C[C@H](NC(=O)c1ccco1)C(=O)Nc1cccc([N+](=O)[O-])c1	-3	5	9	0	0	3	5	10	1
Fc1cnc(N/N=C/c2ccc(-c3ccc(Br)cc3)o2)nc1N1CCOCC1	-2	-13	3	5	10	14	7	-15	1
O=C(COC(=O)/C=C/c1ccc2c(c1)OCO2)Nc1ccccc1	-8	-1	4	-2	8	7	4	-5	1
CC(C)(C)S(=O)(=O)c1cnc(-c2ccc(Cl)cc2)nc1N	-4	16	-3	0	-2	-5	17	-4	0
CC(C)(C)OC(=O)N1CCC(C(=O)Nc2cccc(C(=O)NCCCCc3ccccc3)c2)CC1	-2	-2	4	1	-1	5	16	-4	1
Cc1ccc(CSc2nnc(NC(=O)Cn3cnc4ccccc4c3=O)s2)cc1	-9	-6	-9	-5	9	-7	3	-5	2
CC(=O)c1sc2nc(-c3ccc(C)cc3)c3c(c2c1N)CCCC3	-6	4	-3	-2	-10	-2	1	16	-1
COc1cc(NC(=O)c2ccco2)c(OC)cc1NC(=O)CCC(=O)Nc1cc(C)cc(C)c1	-6	0	-15	-3	3	-6	3	-5	2
COc1ccc(OC)c(S(=O)(=O)CC(O)COc2ccccc2Cl)c1 (centres undefined)	1	13	-6	-4	-3	-12	2	7	7
Clc1nc(NCCc2ccccc2)c2cn[nH]c2n1	1	15	-10	-1	5	1	33	0	7
CCOC(=O)c1ccc(NS(=O)(=O)c2ccc3c(c2)n(C)c(=O)n3C)cc1	1	5	3	6	-6	-13	20	3	12
CCOC(=O)c1cc(-c2ccccc2)sc1NC(=O)C(C)Sc1nnc(C)s1 (centres undefined)	-8	-4	1	-4	5	-4	-2	-2	-1
CCSc1nnc(Cc2cc(=O)[nH]c(=O)[nH]2)n1-c1ccc(Cl)cc1	0	1	-3	1	9	2	3	-12	1
COc1ccc(OCC(=O)Nc2cccc(OC)c2)cc1	-3	-3	1	-1	6	5	17	-3	1
O=C(COc1ccc(Br)cc1)NCCO	-7	5	5	1	4	4	2	0	1
O=C(Nc1ccccc1)c1ccccc1OCc1ccc(F)cc1	-4	13	4	-1	-10	-7	2	19	-1
O=C(COc1ccc(/C=N/NC(=O)c2ccccc2Br)cc1)Nc1ccccc1	-2	3	0	4	0	-2	8	-4	5
CCCCCCCCCn1ccc(=N)cc1	-8	9	30*	-17	-20	-13	23	40*	0
COC(=O)c1cc(NC(=S)NC(=O)c2ccccc2)ccc1N1CCOCC1	0	-18	1	1	7	7	3	-8	1
COc1ccc2c(c1)cc(C(O)c1ccccn1)n2S(=O)(=O)c1ccccc1 (centres undefined)	-8	10	13	-4	-3	-7	3	0	3
O=C(CCCNC(=O)/C(=C/c1ccc(F)cc1)NC(=O)c1ccccc1)OCc1ccccc1	-7	3	-1	-2	-1	-4	1	-1	4
C[C@H](CO)N1C[C@H](C)[C@@H](CN(C)C(=O)Nc2ccc(C(F)(F)F)cc2)Oc2ccc(NC(=O)c3ccncc3)cc2C1=O	-4	-4	1	5	3	8	3	0	0
COC(=O)CN1C(=S)N(c2ccc(Cl)cc2)C(=O)C1CC(=O)Nc1ccc(F)cc1 (centres undefined)	-9	-6	-6	1	2	-6	7	-3	7
CCn1c(=O)c2sccc2n2c(CCCC(=O)NC3CCN(Cc4ccccc4)CC3)nnc12	-5	-10	2	-8	-6	7	1	9	0

Single records (already shown). Screens in order: CHRM1 agonist	CHRM5 antagonist	M4 antag	CHRM5 agonist	M1 PAM	M5 PAM	TAAR1 ag	CHRM1 antagonist	CHRM4 agonist
`COc1ccc2c(c1)cc(C(O)c1ccccn1)n2S(=O)(=O)c1ccccc1` (centres undefined) across the screens: -8	10	13	-4	-3	-7	3	0	3
`CCCCCCCCCn1ccc(=N)cc1` across the screens: -8	9	30*	-17	-20	-13	23	40*	0
`Cc1ccc(CSc2nnc(NC(=O)Cn3cnc4ccccc4c3=O)s2)cc1` across the screens: -9	-6	-9	-5	9	-7	3	-5	2
`CCSc1nnc(Cc2cc(=O)[nH]c(=O)[nH]2)n1-c1ccc(Cl)cc1` across the screens: 0	1	-3	1	9	2	3	-12	1

(more compounds)
SMILES	CHRM1 agonist	CHRM5 antagonist	M4 antag	CHRM5 agonist	M1 PAM	M5 PAM	TAAR1 ag	CHRM1 antagonist	CHRM4 agonist
C=CCNC(=S)NNC(=O)C(CC(C)C)CC(C)O (centres undefined)	0	13	4	0	6	-5	18	-14	0
COc1ccc(NS(=O)(=O)c2csc(C(=O)N3CCCC3)c2)c(OC)c1	1	22	3	0	1	-7	4	-3	4
CCOC(=O)c1cnc2ccc(C)cc2c1NCCO	-3	-6	-3	-3	0	8	-2	15	1
CC(C)CCOc1ccc(C(CC(N)=O)C(=O)O)cc1 (centres undefined)	-4	2	-4	1	9	1	12	-11	1
C/C(=N\NC(=O)c1ccc(C(=O)N/N=C(\C)c2ccco2)o1)c1ccco1	3	-7	-11	-4	11	4	2	-10	3
COc1ccc(NC(=O)CN(C)C(=O)Cc2ccc(S(=O)(=O)N3CCOCC3)s2)cc1	-6	6	-5	1	10	0	2	-15	1
COCc1c(C(=O)OCC(=O)N2CCCC2=O)oc2ccccc12	-2	-9	10	5	19	8	3	-18	2
COc1ccccc1N(CC(=O)N1CCOCC1)S(C)(=O)=O	-3	6	-2	2	5	-4	2	-7	2
CCn1c(Cc2ccccc2)nnc1SC(C)C(=O)NC1CC1 (centres undefined)	-6	4	-8	1	10	2	0	-11	1
CCSc1ccccc1-c1nc(-c2ccncc2)no1	-8	-5	2	-2	-1	9	5	-7	-1
Cc1ccc(CC2CC(=O)N(c3ccncc3)C2=O)cc1 (centres undefined)	-2	-7	9	0	10	3	0	-4	1
O=C(COc1c(Cl)cccc1Cl)NN1C(=O)CSC1=S	-8	6	4	-1	1	-3	4	-2	0
Fc1ccc2cc(-c3ccccc3)ncc2c1	-3	8	-6	-1	10	2	-2	-10	-1
CN(CC(=O)NCC1CCCCC1)CC(=O)Nc1ccc(F)cc1	-2	-8	5	5	-1	6	7	9	2
CCC(=O)Nc1ccc2nc(C)n(CC(=O)Nc3ccccc3)c(=O)c2c1	-1	-7	-6	2	4	10	6	-7	2
COC(=O)c1ccc(C2CC(=O)Nc3cc(OC)c(OC)cc32)cc1 (centres undefined)	1	-1	-5	1	9	-4	3	-10	2
COc1ccccc1CN(Cc1cc2cc(C)ccc2[nH]c1=O)Cc1nnnn1Cc1ccco1	-4	7	-8	-1	-6	-4	15	7	6
Cc1ccc2cccc(S(=O)(=O)Nc3ccc4c(c3)OCO4)c2n1	-1	3	1	-3	0	-9	1	7	1
N#C/C(=C\c1ccc(Cl)cc1)c1nc2ncccc2[nH]1	-4	5	2	-3	-3	-2	31	-17	0
CC(C)(CN1CCN(Cc2ccccc2)CC1)NS(=O)(=O)c1ccc(Cl)cc1	-4	6	0	-17	-15	-27	5	17	5
CCOC(CNC(=O)c1nnc(Cc2cc(OC)c(OC)c(OC)c2)o1)OCC	-2	-8	18	7	2	6	0	2	2
Cc1nc2ccccn2c1C(=O)NCC(C)C	-7	-5	-3	-3	10	-1	-1	-5	0
Cc1ccc(S(=O)(=O)N(CC(=O)N/N=C/c2ccc(F)cc2)c2cccc3cccnc23)cc1	-4	4	8	-2	1	-4	2	1	0
Cc1cn(C2OC(CC(=O)Oc3ccccc3)C(O)C2O)c(=O)[nH]c1=O (centres undefined)	0	4	-2	2	4	8	3	-9	1
COc1ccccc1C(=O)NNC(=O)c1ccccc1	-2	4	4	0	8	2	3	-2	0
Next section
SMILES	CHRM1 agonist	CHRM5 antagonist	M4 antag	CHRM5 agonist	M1 PAM	M5 PAM	TAAR1 ag	CHRM1 antagonist	CHRM4 agonist
Cc1nnc(SCC(=O)Nc2ccc(Cl)cn2)s1	-9	-2	-2	-1	5	-4	2	-4	2
O=C(/C=C/c1cn(-c2ccccc2)nc1-c1cccs1)NCCN1CCOCC1	1	13	14	2	9	-14	21	-2	17
Cc1ccc(S(=O)(=O)N2CCCN(C)c3nc4ccccc4nc32)cc1	-3	1	-19	-1	0	1	18	4	8
CCOc1ccc(C(=O)NCC(=O)NC(C)c2ccc(-n3ccnc3)cc2)cc1OCC (centres undefined)	-4	-7	0	-1	9	6	-1	-10	1
COc1cc(OC)c(CN2CCCCCCC2)cc1Br	-11	5	8	-3	-8	-1	0	-3	1
Cc1ccc(N2N=C(c3ccc(F)cc3)CC2c2ccco2)cc1 (centres undefined)	-3	-3	-5	-4	2	-1	-1	-3	-1
COc1ccccc1NC(=O)N1CCN(S(C)(=O)=O)CC1	-6	-1	-1	-3	-4	5	2	3	2
FC(F)(F)Oc1ccc(NC(=S)NCc2ccccc2)cc1	-2	18	8	4	-19	-16	6	17	10
CCn1c(COc2ccccc2)nnc1SCC(=O)Nc1ccc(N2CCOCC2)cc1	-5	15	0	-3	-1	-1	-2	3	0
O=C(CN(CC1CCCO1)C(=O)Cn1nnc(-c2ccc(F)cc2)n1)NC1CCCCC1 (centres undefined)	-5	-2	-14	2	4	1	1	0	3
CCCCS(=O)(=O)N1CCCC(C(=O)Nc2ccc(Cl)cn2)C1 (centres undefined)	-3	0	-12	1	9	2	-2	-13	1
O=C1CN(c2ccccc2)C(=O)N1	-3	-7	-9	4	5	3	1	-8	0
CCOC(=O)C1=C2c3ccc4ccccc4c3CC(C)(C)N2C(=O)C1=O	-9	-9	-6	-3	7	6	3	-12	-2
Oc1ccc(C[C@@H]2CNCCN2CCc2cccc3ccccc23)cc1	0	-5	1	0	11	15	36	8	3
Cc1ccc(NC(=O)c2ccc(Cl)c(S(=O)(=O)N3CCCCCC3)c2)nc1	1	7	3	0	-2	-3	6	1	5
CS(=O)(=O)c1ccc(C(=O)Nc2nc(-c3ccco3)c(-c3ccco3)s2)cc1	1	7	1	6	12	5	0	-8	2
COc1ccc(NC(C)=O)cc1C	-4	12	14	1	3	-1	4	-1	1
COc1ccc(NC2=C(Cl)C(=O)N(CCc3ccccc3)C2=O)cc1	-9	11	11	-6	-7	-12	2	4	1
CC(C)[C@H](NC(=O)OC(C)(C)C)C(=O)N/N=C/c1cccc2nccnc12	-3	2	10	-2	8	10	-1	-8	1
O=C(Nc1ccncc1)c1ccc(N2CCCC2=O)cc1	0	0	-4	1	3	-4	1	0	3
